GRP78 ERSR act: qHTS for Inducers of the Endoplasmic Reticulum Stress Response (ERSR) in Human Glioma: qHTS; U87-MG GRP78 promoter luciferase reporter, 16 h; Potency, µM, without a hit: at the top dose activation, hits mostly activators; 420,000 compounds, 0.02% hits; AID 602332, 2012; further: potency means the concentration at half of the fitted maximal effect; series mostly up to about 76 µM; % of control where 0% means no effect; nearly all actives have a fitted effect of over 35% in size
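ERSR induction read as luciferase luminescence (Bright-Glo, 10 min at room temperature) in stably transfected human U87-MG glioma cells exposed to compounds for 16 h, using GRP78 as sensor.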
IDH1 R132H inh: qHTS for Inhibitors of mutant isocitrate dehydrogenase 1 (IDH1): qHTS. IDH1-R132H enzyme, NADPH consumption, diaphorase/resazurin fluorescence. Isocitrate dehydrogenase [NADP] cytoplasmic (Homo sapiens), O75874. Potency, µM (top dose mostly 76.6 µM), without a hit: at the top dose activity change, negative = inhibition, hits mostly inhibitors. AID 602179, 2012. 390,000 compounds, 0.093% hits; further: potency means the concentration at half of the fitted maximal effect; on the % scale 0 is the no-effect control and ±100 the full control effect; nearly all actives have a fitted effect of over 65% in size
Target sequence (O75874 whole entry R132H, stated change not applied): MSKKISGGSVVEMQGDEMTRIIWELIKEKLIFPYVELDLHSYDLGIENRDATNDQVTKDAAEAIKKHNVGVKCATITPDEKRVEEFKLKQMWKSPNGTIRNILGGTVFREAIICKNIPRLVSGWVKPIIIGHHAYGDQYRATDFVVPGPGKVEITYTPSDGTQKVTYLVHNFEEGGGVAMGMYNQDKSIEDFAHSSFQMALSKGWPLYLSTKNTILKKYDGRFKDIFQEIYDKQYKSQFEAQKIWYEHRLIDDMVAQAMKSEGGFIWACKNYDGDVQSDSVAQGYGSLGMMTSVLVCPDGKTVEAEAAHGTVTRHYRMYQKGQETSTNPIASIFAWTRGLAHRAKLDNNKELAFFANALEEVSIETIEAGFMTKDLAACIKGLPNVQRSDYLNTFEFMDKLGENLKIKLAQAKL
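IDH1-R132H (0.5 ug/mL) preincubated 30 min with compound, then NADPH (0.016 mM) and alpha-KG (2 mM) added; 80 min at RT, pH 7.5. Remaining NADPH coupled via diaphorase/resazurin to fluorescence (540/590 nm); concentration-response curves normalized to no-enzyme control.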
TrxR1 substrate: qHTS Assay for Substrates of Mammalian Selenoprotein Thioredoxin Reductase 1 (TrxR1): qHTS. Potency, µM (highest dose often 114 µM), inactives show at the top dose activity change, negative = substrate turnover. AID 588456, 2011. 390,000 compounds, 0.01% hits. Thioredoxin reductase 1, cytoplasmic (Rattus norvegicus), O89049. purified TrxR1 substrate turnover, NADPH consumption readout; further: potency means the concentration at half of the fitted maximal effect; on the % scale 0 is the no-effect control and ±100 the full control effect; nearly all actives have a fitted effect of over 50% in size
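Rat TrxR1, dispensed at 90 nM, was prereduced with 400 uM NADPH (final) for 5 min at ~22 deg C, then incubated with compound 15 min before 400 uM selenite. A first-read NADPH fluorescence drop versus no-compound background flagged substrates.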
PI4K2A inh: qHTS for small molecular inhibitors of PI4K2A. Phosphatidylinositol 4-kinase type 2-alpha (Homo sapiens), Q9BTU6. purified PI4K2A, ADP-Glo luminescence, 1 h; stronger effect = lower value. activity change, negative = inhibition, % at 76.9 µM. 420,000 compounds, 0.13% hits; in the data active means activity change below about -50%; inconclusive means mostly about -30% to -49%;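 further: -100% = wells without enzyme as full effect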
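In this quantitative HTS, ADP production by PI4K2A was quantified luminescently after 1 h at ambient temperature; 100 microM adenosine served as plate-quality control.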
Vif-APOBEC3G blk: qHTS for Inhibitors of Vif-A3G Interactions: qHTS; 410,000 compounds, 0.076% hits; Potency, µM (top dose mostly 46.1 µM), for the others: top-dose activity, negative = active, usual class: inhibitors; HeLa A3G-eYFP + Vif (tagged APOBEC3G with the HIV-1 protein that degrades it), YFP fluorescence, overnight; DNA dC->dU-editing enzyme APOBEC-3G (Homo sapiens), Q9HC16;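 further: potency means the concentration at half of the fitted maximal effect; on the % scale 0 is the no-effect control and ±100 the full control effect; nearly all actives have a fitted effect of over 60% in size; hits raise eYFP signal because A3G escapes Vif-driven loss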
Target sequence (Q9HC16 whole entry, looked up): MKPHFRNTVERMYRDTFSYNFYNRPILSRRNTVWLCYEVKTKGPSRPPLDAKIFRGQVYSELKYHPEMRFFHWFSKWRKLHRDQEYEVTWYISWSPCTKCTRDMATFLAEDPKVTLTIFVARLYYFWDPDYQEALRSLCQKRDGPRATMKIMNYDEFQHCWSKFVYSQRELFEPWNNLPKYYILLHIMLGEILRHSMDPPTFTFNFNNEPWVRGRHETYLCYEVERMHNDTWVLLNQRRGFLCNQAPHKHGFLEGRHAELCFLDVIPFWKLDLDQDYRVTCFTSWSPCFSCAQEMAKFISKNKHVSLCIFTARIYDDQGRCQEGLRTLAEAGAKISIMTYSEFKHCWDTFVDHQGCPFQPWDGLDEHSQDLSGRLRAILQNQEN
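Read-out is eYFP fluorescence (Ex 488/Em 500-530) from Vif-expressing HeLa A3G-eYFP cells; more signal means A3G escaped Vif-mediated degradation. Cells plated overnight, compound pinned in, incubated overnight at 37 deg C.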
RXFP1 ag: qHTS Assay for Agonists of the Relaxin Receptor RXFP1; Relaxin receptor 1 (Homo sapiens), Q9HBX9; HEK293T-RXFP1 cAMP TR-FRET, 30 min; response scale: percent of porcine relaxin response, buffer zero; Potency, µM (highest dose often 57.5 µM), for inactives: at the highest dose activation, usual class: activators; 370,000 compounds, 0.3% hits; AID 2676, 2010; further: potency means the concentration at half of the fitted maximal effect; on the % scale 0 is the no-effect control and ±100 the full control effect; nearly all actives have a fitted effect of over 60% in size; many of its hits are not listed in these tables
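HEK293T cells stably expressing RXFP1 were pretreated with the PDE4 inhibitor Ro 20174, exposed to compounds for 30 min at 37C, lysed, and cAMP was read by TR-FRET. Data normalized to buffer (basal) and 29 nM porcine relaxin (100%).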
LDHA block: qHTS assay for inhibitors of human lactate dehydrogenase; 480,000 compounds, 0.15% hits; L-lactate dehydrogenase A chain (Homo sapiens), P00338; activity change, % (values are at about 110 or 230 µM); AID 1347041, 2019; purified LDHA, NADH/diaphorase-resazurin fluorescence; stronger effect = lower value; in the data active means activity change below about -30%; inconclusive means mostly about -25% to -30%;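 further: plate controls were DMSO wells for no effect and wells without enzyme for full effect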
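Human LDH5 at 2 nM final in Tris HCl pH 7.4 with 0.06 mM NADH and 0.2 mM pyruvate, reacted 5 minutes at room temperature. Remaining NADH coupled via diaphorase/resazurin; resorufin fluorescence read at 0 and 20 minutes, normalized to enzyme-free and DMSO wells.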
Vif-A3F inh: qHTS for Inhibitors of Vif-A3F Interactions: qHTS; Potency, µM (highest dose often 46.1 µM), without a hit: at the top dose activity, negative = active; 390,000 compounds, 0.2% hits; HeLa A3F-eYFP + Vif (tagged APOBEC3F with the HIV-1 protein that degrades it), YFP fluorescence increase; further: potency means the concentration at half of the fitted maximal effect; % of control where 0% means no effect; nearly all actives have a fitted effect of over 65% in size
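Fluorescence increase (Ex 488/Em 500-530) after overnight compound treatment at 37 deg C flags inhibition of Vif-driven A3F-eYFP loss in stable HeLa A3F-eYFP/Vif cells seeded overnight beforehand.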
USP1 inh: Inhibitors of USP1/UAF1: Primary Screen | Ubiquitin carboxyl-terminal hydrolase 1 (Homo sapiens), O94782 | 390,000 compounds, 0.23% hits | recombinant USP1/UAF1, Ub-Rhodamine cleavage fluorescence | Potency, µM (top dose mostly 57.1 µM), for inactives: top-dose activity change, negative = inhibition, hits mostly inhibitors | AID 743255, 2014; further: potency means the concentration at half of the fitted maximal effect; on the % scale 0 is the no-effect control and ±100 the full control effect; nearly all actives have a fitted effect of over 60% in size; inactives centre near -12
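High-throughput fluorogenic screen: 1nM USP1/UAF1 complex, Ub-Rho substrate 150nM final, 50mM HEPES pH 7.8 with 0.5mM EDTA, 0.1 mg/ml BSA, 1mM TCEP and 0.01% Tween-20.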
* hit, by the source's call; u = inconclusive; x = no result given; & = joins results of further samples; [ ] = another dose, or the depositor's remark. Unless noted, the call rests on the fitted dose curve; in most records, active means well fitted curve in the direction sought with a large enough effect; inconclusive means small, poorly fitted or top-dose-only effect, or another doubt; inactive means no such curve, though single readings can be large; an effect the other way counts as inactive or inconclusive. Only part of the results is shown; count on the stated rates, not on these rows.

SMILES | GRP78 ERSR act | IDH1 R132H inh | TrxR1 substrate | PI4K2A inh | Vif-APOBEC3G blk | RXFP1 ag | LDHA block | Vif-A3F inh | USP1 inh
Cc1cccc(Cc2nnc(CCC(=O)N(C)Cc3ccncc3C)o2)c1 | -1% | 9% | 6%[57.1 µM] | 2 | 1% | -0.1% | -5 | -3% | -22%
O=C(COC(=O)c1ccc2c(c1)OCCO2)NCc1ccccc1Cl | -4% | -4% | 8% | -1 | -3% | x | -3&4 | -2% | -17%
O=C(NCCSCc1ccccc1)c1cc(S(=O)(=O)N2CCOCC2)ccc1F | -3% | 8% | 6% | -5 | 1% | 2.8% | 3 | 0% | -18%
COCCCNc1nc2c(S(=O)(=O)c3ccc(C)c(C)c3)nnn2c2ccc(Cl)cc12 | -2% | 11% | 107%[activator] | 1 | 1% | 0.4% | 0 | -4% | -8%
CCc1noc(C)c1C(=O)N1CCCC(C(=O)c2ccc(OC)c(F)c2)C1 (configuration not stated) | 1% | -2% | -3% | 3 | 2% | 0.7% | -9 | 2% | 4%
Cc1ccccc1OCC(=O)OCC(=O)c1cc(C)n(C2CC2)c1C | -4% | 4% | -5% | -1 | 5% | -0.4% | -2 | 3% | -15%
COc1ccc2nc(SCC(=O)NCc3ccccc3)[nH]c2c1 | -1% | 1% | -7% | 1 | 5% | 3.6% | 3 | 0% | -2%
CCSc1nnc(NC(=O)CSc2nc3c(c(=O)n2C)SC(C)C3)s1 (configuration not stated) | -1% | 5% | 5%[57.1 µM] | 0 | -1% | 0.6% | -1 | 2% | 8%
Cc1cc(C)nc(NC2=NCC(=O)N2c2cccc(Cl)c2)n1 | -2% | 7% | 2% | 7 | -2% | 3.3% | 0 | -8% | -5%
CCSc1nc2c(c(=O)[nH]1)C(c1ccc(C)cc1)C1=C(CCCC1=O)N2 (configuration not stated) | -1% | 1% | 10%[57.1 µM] | 1 | -1% | 0.7% | -6 | 1% | 0%
CC(=O)Nc1ccc(S(=O)(=O)NCCSc2ccccn2)cc1 | 0% | 1% | -1% | -8 | 1% | -0.7% | -16 | x | 3%
N=c1c(C(=O)NCC2CCCO2)cc2c(=O)n3ccccc3nc2n1Cc1ccco1 (configuration not stated) | -2% | 7% | 33%[activator] | -18 | -1% | u | 7 | -16% | -15%
Cc1c(N=C2C=CC(=O)c3ccccc32)c(=O)n(-c2ccccc2)n1C | -14% | 14% | -89% | -14 | -6% | -7.1% | 16 | 4% | 32µM*
Cn1c(=O)cc(OCCCC(=O)Nc2ccc(F)cc2)c2ccccc21 | -2% | -2% | 3% | -2 | 0% | 2.7% | -3 | -12% | 4%
CCOc1ccc(C(=O)NC(=S)Nc2cccnc2)cc1[N+](=O)[O-] | -1% | 5% | -6% | 4 | 2% | 0.0% | 0 | -19% | 1%
COC(=O)c1cc(S(=O)(=O)N(C)C2CCCCC2)c[nH]1 | 3% | 1% | -2% | 0 | 1% | -3.9% | 0 | -12% | -19%
CCOC(=O)N1CCN(C(=O)c2cc(OCC)c(OCC)c(OCC)c2)CC1 | -1% | 8% | -4% | 6 | 2% | 1.3% | -8 | 1% | 0%
Cc1nn(-c2ccccc2Cl)c(Cl)c1/C=N/Nc1nc2ccccc2s1 | -11% | 14% | -6% | 3 | -7% | 1.8% | -2 | 2% | -8%
Cc1cc(C)cc(N2CCCn3c2nc2c3c(=O)n(CC(=O)OCc3ccccc3)c(=O)n2C)c1 | -3% | -2% | 14% | 2 | -6% | 2.6% | -2 | -7% | 2%
Cc1c(Cl)cccc1Nc1n[nH]c(=S)s1 | -3% | 4% | -6%[57.1 µM] | -2 | 1% | x | -2 | -7% | -12%
CC1CCN(c2ncnc3c2nnn3C)CC1 | -3% | 12% | 0%[57.1 µM] | 1 | -5% | 22% | -5 | 4% | -6%
Cc1ccc(S(=O)(=O)n2cnc3cc([N+](=O)[O-])ccc32)cc1C | -4% | 0% | -13% | 3 | 1% | 2.3% | -1 | 5% | -6%
COc1ccc(C2CC(c3ccc(C)cc3)=NN2C(=O)c2ccccc2)cc1 (configuration not stated) | 0% | -9% | 4% | 3 | -12% | 1.5% | -4 | 0% | -18%
O=C(COc1ccc(Cl)cc1)NCc1nnc(SCC(=O)N2CCCCC2)o1 | -8% | 9% | -8% | 4 | 1% | -0.1% | -3 | 4% | -17%
COc1ccc(/C(C)=N/NC(=O)c2ccc(CSc3nncn3C)cc2)cc1 | -4% | -1% | 9%[57.1 µM] | 1 | -4% | -1.4% | -7 | -9% | -15%

(next part)
SMILES | GRP78 ERSR act | IDH1 R132H inh | TrxR1 substrate | PI4K2A inh | Vif-APOBEC3G blk | RXFP1 ag | LDHA block | Vif-A3F inh | USP1 inh
O=C(NCCCCNC(=O)c1c(Cl)cccc1Cl)c1c(Cl)cccc1Cl | -4% | -5% | 9%[57.1 µM] | 2 | 0% | x | -7 | -3% | 0%
CCCSc1nnc(-c2cnn(-c3ccccc3)c2-n2cccc2)n1C | -3% | 1% | 7%[57.1 µM] | 8 | -3% | 0.0% | -3 | -3% | -11%
CCc1cc2c(=O)n(CC)c(SC(C)C(=O)Nc3c(C)n(C)n(-c4ccccc4)c3=O)nc2s1 (configuration not stated) | -5% | 2% | 10% | 1 | 0% | 2.0% | -4 | 2% | -13%
Clc1ccc2nc(CSc3ccccc3)cn2c1 | -13% | 4% | -3% | -1 | -6% | 0.2% | -3 | -4% | -4%
COc1cc(C(=O)N(C)CCOc2ccccc2)ccc1OCC(=O)Nc1cccc(C(F)(F)F)c1 | -4% | 4% | -7% | 3 | 3% | 3.1% | -2 | -15% | -17%
CCS(=O)(=O)c1ccc(-c2cccc(NC(=O)COc3ccccc3)c2)nn1 | -1% | 4% | 5% | -2 | -3% | -4.8% | 0 | -1% | -13%
CC(=O)c1ccc(N2CCN(C(=O)c3ccc(C(=O)c4ccccc4)cc3)CC2)cc1 | -3% | 3% | -8% | -6 | 3% | -1.4% | 2 | 2% | -24%
CCOc1ccc(C2CC(c3ccc(CC)cc3)Nc3nc(N)nn32)cc1 (configuration not stated) | 0% | -3% | 11%[57.1 µM] | -3 | 0% | 0.2% | -2 | 6% | -17%
Cc1nc2cc(-c3cccc(F)c3)nn2c(C)c1CCC(=O)NC(C)CCc1ccco1 (configuration not stated) | -8% | 17% | 10% | -17 | -5% | -0.5% | 3 | 1% | 0%
O=S(=O)(Nc1ccc2c(c1)OCO2)c1ccc(Br)s1 | u | 9% | 10%[57.1 µM] | -2 | -2% | 0.5% | 17 | -1% | -22%
COc1ccc(OC)c(CCNC(=O)c2ccc(CS(=O)Cc3ccc(Cl)cc3)o2)c1 (configuration not stated) | -6% | 5% | -5% | 4 | -2% | 0.8% | -1 | 0% | -10%

Laid out differently: 7 of the compounds above
SMILES	GRP78 ERSR act	IDH1 R132H inh	TrxR1 substrate	PI4K2A inh	Vif-APOBEC3G blk	RXFP1 ag	LDHA block	Vif-A3F inh	USP1 inh
CCCSc1nnc(-c2cnn(-c3ccccc3)c2-n2cccc2)n1C	-3%	1%	7%[57.1 µM]	8	-3%	0.0%	-3	-3%	-11%
CCc1cc2c(=O)n(CC)c(SC(C)C(=O)Nc3c(C)n(C)n(-c4ccccc4)c3=O)nc2s1 (configuration not stated)	-5%	2%	10%	1	0%	2.0%	-4	2%	-13%
Clc1ccc2nc(CSc3ccccc3)cn2c1	-13%	4%	-3%	-1	-6%	0.2%	-3	-4%	-4%
COc1cc(C(=O)N(C)CCOc2ccccc2)ccc1OCC(=O)Nc1cccc(C(F)(F)F)c1	-4%	4%	-7%	3	3%	3.1%	-2	-15%	-17%
CCS(=O)(=O)c1ccc(-c2cccc(NC(=O)COc3ccccc3)c2)nn1	-1%	4%	5%	-2	-3%	-4.8%	0	-1%	-13%
CC(=O)c1ccc(N2CCN(C(=O)c3ccc(C(=O)c4ccccc4)cc3)CC2)cc1	-3%	3%	-8%	-6	3%	-1.4%	2	2%	-24%
CCOc1ccc(C2CC(c3ccc(CC)cc3)Nc3nc(N)nn32)cc1 (configuration not stated)	0%	-3%	11%[57.1 µM]	-3	0%	0.2%	-2	6%	-17%

Compound activity as filed in PubChem.
